Screening results (PubChem)
Apoferritin bind: candidate novel general anesthetic via apoferritin binding; P02791; apoferritin/1-aminoanthracene competitive binding, fluorescence; Potency, µM (doses to about 77.5 µM), without a hit: at the top dose activity change, negative = displacement, hits mostly inhibitors; actives 0.074% (n = 350,000); AID 485281; further: potency means the concentration at half of the fitted maximal effect; on the % scale 0 is the no-effect control and ±100 the full control effect; nearly all actives have a fitted effect of over 20% in size
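Apoferritin-based anesthetic binding model; compound displacement of fluorescent 1-AMA measured as endpoint fluorescence after 10 minutes at room temperature, scaled to free-ligand and complex controls.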
POLK inh: inhibitors of human DNA polymerase kappa; purified Pol kappa, fluorescent DNA synthesis assay, 10 min; Potency, µM (titrated, usually from 107 µM), without a hit: top-dose activity, negative = inhibition, actives largely listed as inhibitors; Q9UBT6; AID 588579; actives 0.53% (n = 400,000); further: potency means the concentration at half of the fitted maximal effect; on the % scale 0 is the no-effect control and ±100 the full control effect
Target sequence (Q9UBT6 whole entry, looked up): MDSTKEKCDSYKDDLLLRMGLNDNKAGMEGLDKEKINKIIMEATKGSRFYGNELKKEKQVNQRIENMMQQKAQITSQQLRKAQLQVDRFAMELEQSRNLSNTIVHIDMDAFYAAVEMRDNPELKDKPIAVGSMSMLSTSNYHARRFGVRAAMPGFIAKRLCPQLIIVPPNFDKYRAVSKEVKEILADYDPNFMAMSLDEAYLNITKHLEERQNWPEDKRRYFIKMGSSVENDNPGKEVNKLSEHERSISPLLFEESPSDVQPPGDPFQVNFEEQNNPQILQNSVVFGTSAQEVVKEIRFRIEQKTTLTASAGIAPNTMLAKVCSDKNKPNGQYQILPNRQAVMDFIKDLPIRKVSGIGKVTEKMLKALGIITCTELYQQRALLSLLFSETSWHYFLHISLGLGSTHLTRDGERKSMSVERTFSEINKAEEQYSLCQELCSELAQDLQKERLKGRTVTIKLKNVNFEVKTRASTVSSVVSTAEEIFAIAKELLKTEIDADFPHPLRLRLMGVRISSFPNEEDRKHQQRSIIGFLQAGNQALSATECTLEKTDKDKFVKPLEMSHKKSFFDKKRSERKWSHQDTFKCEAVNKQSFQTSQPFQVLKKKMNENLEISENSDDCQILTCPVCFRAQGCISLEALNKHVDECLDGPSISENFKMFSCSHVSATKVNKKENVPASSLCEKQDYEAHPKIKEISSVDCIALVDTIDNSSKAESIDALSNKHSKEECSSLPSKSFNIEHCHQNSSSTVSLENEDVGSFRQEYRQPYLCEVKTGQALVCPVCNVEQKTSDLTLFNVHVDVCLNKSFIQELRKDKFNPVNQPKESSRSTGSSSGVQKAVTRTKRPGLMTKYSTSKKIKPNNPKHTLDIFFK
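Inhibition of 10 nM Pol kappa is measured by a fluorescent read-out at 0 and 10 min following addition of 50 nM substrate (final), with a 15-min room-temperature compound preincubation.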
BLM helicase inh: Bloom syndrome helicase (human) inhibition | P54132 | recombinant BLM DNA unwinding, fluorescence dequenching | Potency, µM (titrated, usually from 56.1 µM), without a hit: at the top dose activity change, negative = inhibition, hits mostly inhibitors | actives 0.2% (n = 350,000);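 further: potency means the concentration at half of the fitted maximal effect; plate controls were vehicle for no effect and no enzyme for full effect; nearly all actives have a fitted effect of over 35% in size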
Glioma ERSR ind: inducers of ER stress response in human glioma cells; AID 602332; Potency, µM, for the others: at the highest dose activation, usual class: activators; U87-MG GRP78 promoter luciferase reporter, 16 h; actives 0.02% (n = 420,000); further: potency means the concentration at half of the fitted maximal effect; series mostly up to about 76 µM; % of control where 0% means no effect; nearly all actives have a fitted effect of over 35% in size
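Stably transfected U87-MG human glioma cells carrying a GRP78-based luminescent sensor were seeded at 1000 cells/well, pin-dosed with compounds and incubated 16 h. Luciferase reagent was then added, and end-point luminescence was read after 10 min at room temperature.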
APEX1 inh: blocks human APE1 abasic DNA cleavage; recombinant APE1, TAMRA/BHQ-2 abasic DNA cleavage fluorescence; Potency, µM (titrated, usually from 65.8 µM), inactives show top-dose activity change, negative = inhibition, hits mostly inhibitors; actives 0.35% (n = 350,000);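 further: potency means the concentration at half of the fitted maximal effect; plate controls were vehicle for no effect and reference inhibitor for full effect; nearly all actives have a fitted effect of over 55% in size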
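Step 1: APE1 (0.75 nM) with compound, 15 min RT. Step 2: add 50 nM fluorophore/quencher THF duplex. Step 3: three fluorescence reads 60 s apart (525/598 nm); read 3 minus read 1 = reaction progress.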
Pol eta inh: DNA polymerase eta (human) inhibition | Potency, µM (titrated, usually from 114 µM), inactives show top-dose activity change, negative = inhibition, hits mostly inhibitors | AID 588591 | recombinant Pol eta, fluorescent DNA replication assay | Q9Y253 | actives 1.2% (n = 390,000); further: potency means the concentration at half of the fitted maximal effect; on the % scale 0 is the no-effect control and ±100 the full control effect
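Pol eta (10 nM) was preincubated with compounds for 15 min at room temperature, after which fluorescent replication substrate (50 nM final) was added to start the reaction. Fluorescence was read kinetically at 0 and 10 min.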
POLB inh: blocks human DNA polymerase beta activity; P06746; Pol beta primer extension/strand displacement, fluorescence kinetic; Potency, µM (series often up to 114 µM), for the others: at the top dose activity change, negative = inhibition, hits mostly inhibitors; actives 1.3% (n = 340,000); further: potency means the concentration at half of the fitted maximal effect; on the % scale 0 is the no-effect control and ±100 the full control effect
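Values derive from four-parameter Hill fits of normalized kinetic data: reads at 0 and 10 min following addition of 50 nM substrate to 10 nM Pol beta preincubated 15 min with compound.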
Pol iota inh: inhibitors of human DNA polymerase iota; Q9UNA4; Pol iota fluorescent replication assay, 10 min; Potency, µM (highest dose often 115 µM), for the others: at the highest dose activity, negative = inhibition, usual class: inhibitors; actives 1% (n = 390,000); AID 588590; further: potency means the concentration at half of the fitted maximal effect
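Fluorescent replication assay read twice, at 0 min and 10 min after adding 50 nM (final) substrate. Enzyme (10 nM) and compounds were first incubated 15 min at room temperature; enzyme-free buffer wells were negative controls.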
LDHA inh: blocks human lactate dehydrogenase A | purified LDHA, NADH/diaphorase-resazurin fluorescence; stronger effect = lower value | P00338 | activity change, % (values are at about 110 or 230 µM) | actives 0.15% (n = 480,000) | AID 1347041; in the data active means activity change below about -30%; inconclusive means mostly about -25% to -30%;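 further: plate controls were DMSO wells for no effect and wells without enzyme for full effect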
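LDH5 2 nM; NADH 0.06 mM, pyruvate 0.2 mM; 200 mM Tris pH 7.4, EDTA, Tween-20; 5 min RT. Detection: diaphorase 0.133 mg/mL + resazurin 37 µM, fluorescence ex540/em590 at 0 and 20 min; normalized to enzyme-free and DMSO wells.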
Numbers without * were called inactive; ? = inconclusive; / = not tested or not shown; [ ] = dose if it differs, or a comment. Unless noted, the call rests on the fitted dose curve; in most records, active means well fitted curve in the direction sought with a large enough effect; inconclusive means small, poorly fitted or top-dose-only effect, or another doubt; inactive means no such curve, though single readings can be large; an effect the other way counts as inactive or inconclusive.

SMILES	Apoferritin bind	POLK inh	BLM helicase inh	Glioma ERSR ind	APEX1 inh	Pol eta inh	POLB inh	Pol iota inh	LDHA inh
CC(C)(C)N1CC2([N+](=O)[O-])CN(C(C)(C)C)CC([N+](=O)[O-])(C1)C2	-7%	-8%	3%	-4%	-3%	-25%	25%	13%	-1
O=C(OCc1ccccc1Cl)C1CC(=O)N(Cc2ccco2)C1 (centres undefined)	/	-8%	/	-4%	11%	-6%	/	3%	-3
O=C(COc1ccc(-n2cnnn2)cc1)NCCc1ccc(F)cc1	-10%	-15%	-5%	1%	3%	9%	25%	8%	-2
CCCCN(C(=O)c1cc(CN2C(=O)c3ccccc3C2=O)ccc1OC)c1c(N)n(CC(C)C)c(=O)[nH]c1=O	/	-3%	/	-3%	/	-11%	/	18%	-7
Cc1cccc2c1N(C(=O)c1ccco1)C(C)(C)c1ssc(=S)c1-2	-12%	-14%	-4%	-4%	13%	9%	24%	5%	-4
Cc1cc(/C=C(\C#N)C(=O)NCc2ccco2)c(C)n1-c1cccnc1	-8%	-10%	-3%	5%	1%	3%	3%	-7%	-9
Cn1c(-c2ccccc2)cnc1SCC(=O)N1CCCc2ccccc21	-15%	-4%	-16%	-1%	2%	-18%	13%	25%	1
O=C(CN(c1ccccc1)S(=O)(=O)c1ccccc1)N1CCOCC1	-1%	7%	-4%	-5%	26%	-10%	18%	0%	-2
Cn1c(=O)c2c(nc(NCc3ccccc3)n2Cc2ccccc2Cl)n(C)c1=O	7%	-7%	-8%	-1%	/	-11%	31%	11%	-16
Cc1cccc(Cc2nnc(CCC(=O)N(CC3CC3)CC3CCCO3)o2)c1 (centres undefined)	-20%	-4%	-2%	6%	-10%	-16%	1%	42%[activator]	-4
CC(C)c1ccccc1OCC(=O)N(C)CC(=O)Nc1ccc(F)cc1	/	-11%	/	0%	11%	-7%	/	18%	-1
COc1ccccc1NC(=O)C(=O)N/N=C/c1ccc([N+](=O)[O-])s1	-12%	-16%	1%	-4%	9%	8%	-16%	-18%	-5
CCC1CCC2(CC1)NC(=O)N(CC(=O)Nc1cccc(S(=O)(=O)N(C)c3ccccc3)c1)C2=O (centres undefined)	/	4%	/	-4%	4%	-18%	/	9%	1
Cc1nnsc1C(=O)Nc1cccc(Cl)c1Cl	0%	5%	5%	4%	28%	-7%	15%	8%	-1
O=S(Cc1cc(Sc2ccccc2)nc(-c2ccccc2)n1)c1ccccc1 (centres undefined)	-12%	-9%	-12%	-4%	13%	-18%	8%	12%	-1
CCOc1ccccc1NC(=O)c1cnn2c(C(F)F)cc(-c3ccccc3)nc12	-6%	0%	-7%	-2%	/	-28%	0%	-11%	-2
CCn1c(SCc2nc(-c3ccc(OC)c(OC)c3)no2)nnc1-c1cccs1	-12%	-11%	3%	-2%	-5%	1%	14%	-14%	-2
Cc1ccc(C)c(CN2C(=O)CSc3ccc(C(=O)N4CCCC4)cc32)c1	-5%	-4%	-1%	0%	29%	-4%	27%	-5%	-10
CC1SC(c2ccc(F)cc2)NC1=O (centres undefined)	-14%	-2%	2%	1%	-2%	-14%	3%	46%[activator]	-3
COc1ccccc1CN1C(=O)CCC1(C)C(=O)NCc1cccnc1 (centres undefined)	-8%	-3%	-1%	1%	-3%	-11%	22%	24%	-4
CN1CCN(C(=O)c2c(O)c3cccc4c3n(c2=O)CC4)CC1	-19%	5%	2%	-1%	2%	-4%	?	-6%	1
Cc1csc(NCC(=O)c2c[nH]c3ccccc23)n1	/	-41%	/	4%	/	/	/	?	0
COc1ccc(S(=O)(=O)Nc2ccc3c(c2)C(=O)N([C@H](C)CO)C[C@@H](C)[C@@H](CN(C)S(=O)(=O)c2ccc(Cl)cc2)O3)cc1	/	0%	/	-1%	-1%	-14%	/	11%	1
C#CCNC(=O)C1=C[C@@H](C2CCCCC2)C[C@@H](OCc2ccc(CO)cc2)O1	-23%	5%	-4%	-6%	-1%	-16%	-21%	-11%	1
Cc1sc2ncn(CC(=O)N3CCN(c4ccccc4)CC3)c(=O)c2c1S(=O)(=O)N1CCOCC1	-15%	0%	1%	-3%	-8%	-1%	43%	41%[activator]	-8
CC(C)CNC(=O)CC1Nc2ccccc2NC1=O (centres undefined)	-5%	-2%	-4%	-4%	1%	-18%	13%	194%[activator]	-7
COc1ccccc1NC(=O)c1csc(-n2nc(C)cc2C(F)(F)F)n1	-11%	3%	-1%	2%	-6%	-5%	8%	16%	0
CCC(C(=O)O)n1nc(-c2ccccc2)c2cc(Cl)ccc21 (centres undefined)	1%	-12%	-2%	1%	-5%	-10%	0%	24%	-7
CCN(Cc1ccncc1)C(=O)CCc1nnc(CCc2ccc(OC)cc2)o1	-5%	-6%	-4%	-1%	1%	-10%	7%	-10%	2
CC1CCN(c2ccc(-c3cccc(NS(=O)(=O)c4cccs4)c3)nn2)CC1	1%	-4%[60.1 µM]	-10%	-7%	/	-17%	9%	6%	-5
COc1ccc(CC(=O)N2CCCC(CNC(=O)c3ccccc3Cl)C2)cc1 (centres undefined)	-11%	6%	-3%	5%	21%	-19%	3%	23%	-3
COc1cc(/C=N/n2c(C)nc3ccccc3c2=O)ccc1O	?	19%	-1%	-5%	11%	-7%	0%	-23%	0
CCCC(c1nnnn1Cc1ccc(OC)cc1)N1CCN(c2ccccc2OC)CC1 (centres undefined)	-17%	-10%	-15%	9%	13%	-21%	-8%	?	-2
CCN(CC)c1ccc(NC(=O)CN2CCN(c3ccccn3)CC2)cc1	-8%	-4%	-6%	-1%	10%	-7%	-2%	2%	-1
O=C(O)CCNC(=O)c1ccc(Br)o1	-11%	-1%	-1%	2%	0%	-8%	33%	6%	-2
COc1ccc2[nH]c(=O)c(CN(C)C(=O)c3ccncc3)cc2c1	-2%	-5%	2%	-3%	2%	-7%	-10%	3%	10
O=C(CNC(=O)c1ccco1)NCC(=O)OCc1ccc(F)cc1	3%	-2%	-4%	1%	20%	-25%	12%	3%	-3
CCN(CC(=O)NCc1ccccn1)S(=O)(=O)c1cc(Cl)ccc1Cl	/	2%	/	-3%	18%	-20%	/	16%	-9
Cc1nn(C)c(Cl)c1C(N)=O	2%	-7%	0%	-2%	2%	-22%	0%	50%[activator]	-3
O=C(CCN1CCN(C(c2ccccc2)c2ccccc2)CC1)N/N=C/c1ccc(O)cc1O	-17%	-14%	-7%	-4%	-6%	-17%	1%	18%	3
CCCn1c(SCC(=O)N2CCN(c3ccc(OC)cc3)CC2)nc2c1c(=O)n(C)c(=O)n2C	?	0%	1%	-1%	-8%	3%	8%	-23%	7
Cc1ccccc1N(CC(=O)NC1CCCC1)C(=O)CS(=O)CC(=O)Nc1ccc2c(c1)OCO2 (centres undefined)	-12%	-5%	0%	11%	0%	-6%	-8%	-7%[58.9 µM]	8
CC(=O)c1ccc(OC(=O)C2c3ccccc3Oc3ccccc32)cc1	-21%	-11%	-5%	4%	-7%	-17%	1%	18%	-1
COc1ccc(/C(N)=N/OC(=O)N2CCOCC2)cc1	-2%	-1%	-2%	8%	1%	-17%	7%	5%	-10
COc1ccc(C2CC(c3cccs3)=NN2C(=O)CN2CCCCC2)cc1 (centres undefined)	-13%	7%	1%	7%	0%	-11%	8%	11%	-4
O=C(O)c1ccccc1-c1ccc(/C=C2\SC(=O)N(c3ccccc3)C2=O)o1	-7%	-24%	-8%	0%	-3%	?	?	?	4
C[C@H](NC(=O)c1ccccc1Cl)C(=O)OCC(=O)N1CCN(c2ccccc2)CC1	/	-4%	/	-2%	-22%	-13%	/	13%	-7
COc1ccc(-n2c(=O)[nH]cc(C(=O)Nc3ccc(NC(C)=O)cc3)c2=O)cc1	-10%	-5%	-1%	-3%	1%	-16%	8%	20%	-2
Cc1ccc(Cn2cccc(NS(C)(=O)=O)c2=O)cc1	-15%	-16%	-3%	-4%	5%	-8%	9%	100%[activator]	4
CN(C)/C=N/c1c(C#N)nnn1Cc1ccccc1	-8%	-3%	2%	-3%	-4%	0%	8%	4%	0
CC(=O)Cc1nsc(NC(=O)c2cc(-c3ccc(Cl)c(Cl)c3)oc2C)n1	-6%	-2%	-6%	-4%	17%	-5%	-20%	10%	-2
Cc1ccc(S(=O)(=O)N2CCOCC2)cc1NC(=O)CSc1nnc2cc(C)c3ccccc3n12	-17%	4%	-9%	-6%	-1%	-17%	30%	33%[activator]	2
Cc1ccc(-n2c(-c3ccccc3)cc(=O)nc2C)cc1	-9%	-4%	1%	-1%	17%	0%	30%	14%	2

An excerpt, so the mix of outcomes need not match the whole.
